Growth percent in the NCI-60 one-dose screen (48 h, 10 µM unless noted): 100 = growth as untreated, 0 = no growth, -100 = all killed.
NCI-H322M: NCI-H322M lung cancer | 80,000 compounds, 2.7% hits | AID 1794733
A498: A498 renal cancer cells. 76,000 compounds, 5.4% hits. AID 1794774
RXF 393: RXF 393 renal cancer cells; 77,000 compounds, 6.9% hits
HT29: HT29 colon cancer. 81,000 compounds, 7.4% hits. AID 1794748
NCI-H23: NCI-H23 lung cancer | 80,000 compounds, 4% hits | AID 1794731
NCI-H226: NCI-H226 lung cancer; 79,000 compounds, 3.5% hits; AID 1794732
NCI-H522: NCI-H522 lung cancer; 78,000 compounds, 8% hits
COLO 205: COLO 205 colon cancer; 79,000 compounds, 7.3% hits; AID 1794742
NCI-H460: NCI-H460 lung cancer; 82,000 compounds, 6.8% hits; AID 1794736
The depositor's hits bear a star; . = not tested or not shown; & = joins results of further samples; ! = not confirmed by another sample. The calls were made as follows: active = growth percent below 10; inactive = the rest.

mol	NCI-H322M	A498	RXF 393	HT29	NCI-H23	NCI-H226	NCI-H522	COLO 205	NCI-H460
COc1ccc2c(c1)c(C(=O)c1nc(-c3cn(C)c4ccc(Br)cc34)no1)cn2C	85	109	104	81	95	88	82	107	96
Cc1cc(C(=O)Nc2cc(Oc3ccc4nc(NC(=O)C5CC5)cn4n3)ccc2C)n(C)n1	16	-39*	-15*	4.6*	25	43	14	-27*	19
Nc1c2ccccc2nc2ccccc12	32&37&12	-0.3*!	-6.7*!	-22*!	39&42&12	2.6*!	-11*!	7.8*!	2.6*!
COc1ccc2c(c1)c(-c1noc(C(=O)c3cn(C)c4ccccc34)n1)cn2C	95	107	131	85	102	103	67	112	97
CCN(CCCCOC(=O)c1ccc(OC)c(OC)c1)C(C)Cc1ccc(OC)cc1 (stereo unspecified)	107&86	91&98	103&101	88&73	93&97	102&106	116&105	94&84	100&100
CCCCCCCCCCCC[N+](C)(C)Cc1ccccc1	88	79	-39*	5.9*	24	55	-4.6*	16	72
CN(C)c1ccc2nc3ccc(=[N+](C)C)cc-3sc2c1	31&12&25	76&58	83&66&80	75&20&27	8.5*!	69&67&52	6.7*!	-17*!	33&14&17
CNC(=O)c1cc(Oc2ccc(NC(=O)Nc3ccc(Cl)c(C(F)(F)F)c3)c(F)c2)ccn1	-13*	-62*	-31*	-35*	-26*	-17*	-69*	-59*	-35*
CC1=C(C(=O)Nc2ccc(S(N)(=O)=O)cc2)C(c2cccc(O)c2)NC(=O)N1 (stereo unspecified)	115	134	99	107	104	95	98	121	112
CN(C)C(=O)c1cc2cnc(Nc3ccc(N4CCNCC4)cn3)nc2n1C1CCCC1	70	74	61	27	75	69	64	20	48
CCN1C[C@@H](C)n2c(c(O)c3c(=O)n(Cc4ccc(F)c(Cl)c4)nc(C(=O)NC)c32)C1=O	18	-7.6*	2.8*	106	11	26	69	101	15
Cc1ccccc1OCC(O)CO (stereo unspecified)	101&120	92&90	102&103	109&101	102&100	104&107	103&104	104&112	108&100
COc1ccc(C(=O)c2ccccc2)c(O)c1	93	125&109	81&107	116&102	94&104	108&89	55&92	114&107	106&111
CN(C)c1ccc(C2=NN(c3ccc(S(=O)(=O)NC(=O)NCc4ccccc4)cc3)C(c3ccc(Cl)cc3)C2)cc1 (stereo unspecified)	106	78	95	105	89	90	91	101	99
CCCOc1ccc2nc(NC(=O)OC)[nH]c2c1	50	9.3*	18	0.4*	22	8.1*	-33*	3.3*	3.5*
Cc1scc2c1N(C(=O)CN1CCN(C)CC1)c1ccccc1NC2=O	105	122	111	104	94	109	104	108	124
Nc1ncnc2c1c(-c1cccc(OCc3ccccc3)c1)cn2C1CC(CN2CCC2)C1 (stereo unspecified)	43	-1.5*	-16*	-40*	34	40	-24*	-67*	22
Cn1cc(-c2nc(N)nnc2-c2c[nH]c3ccccc23)c2cc(F)ccc21	97	106	79	97	80	86	83	105	103
Cc1cc(Cl)ccc1NC(=O)Nc1ccc2nc(NS(=O)(=O)c3ccc4ccccc4c3)sc2c1	92	103	92	121	88	95	89	116	89
Cc1cc(CC(C)CC(C)(C)C)n(O)c(=O)c1 (stereo unspecified) (tested in a mixture with another compound)	.	62	42	53	15	14	.	96	3.4*
Cn1cc(-c2nnc(-c3cn(C)c4ncc(Br)cc34)s2)c2ccccc21	95	91	124	99	93	101	81	110	100
O=C(O)Cc1sc(-c2ccccc2)nc1-c1ccc(Cl)cc1	95	92	102	110	102	86	88	117	105
CC(C)(C)NCC(O)COc1cccc2c1C[C@H](O)[C@H](O)C2 (stereo partly specified)	105	86	.	77	102	92	96	106	107
CCCCC(CC)COC(=O)c1ccccc1O (stereo unspecified)	101	101	114	98	114	105	95	128	110
CC[C@]12CCCN3CCc4c(n(c5ccccc45)[C@](O)(C(=O)OC)C1)[C@@H]32	89	133	126	99	105	116	103	105	116
O=C(CC(CC(=O)c1cccs1)c1ccc(Cl)cc1Cl)c1cccs1	90	.	93	80	91	83	83	96	83
CCn1cc(C(=O)O)c(=O)c2cc(F)c(N3CCNC(C)C3)c(F)c21 (stereo unspecified)	94	100	.	108	112	111	102	108	115
Cn1cc(-c2nnc(N)nc2-c2cn(C)c3ccccc23)c2cc(Br)ccc21	87	105	77	54	81	89	80	95	98
CCN(CC)C(=O)C1CN2CCc3cc(OC)c(OC)cc3C2CC1OC(C)=O (stereo unspecified)	101	87	126	103	101	102	105	103	110
COc1cc(C2NC(=O)NC(C)=C2C(=O)Nc2ccc(S(N)(=O)=O)cc2)cc(OC)c1OC (stereo unspecified)	101	114	100	107	99	100	96	107	111
CCOC(=O)c1ccccc1O	107	91	106	107	99	98	87	.	116
CC[C@H](C)[C@H](N)C(=O)O	97	91	97	109	111	96	101	103	108
Cn1cc(-c2nc(N)nnc2-c2c[nH]c3ccc(F)cc23)c2cc(Br)ccc21	93	81	56	94	90	104	55	106	74
O=C(Nc1cccc(Cl)c1)Nc1ncc(CCNc2ncnc3ccsc23)s1	56	29	-0.5*	20	31	11	13	-4.8*	20
COc1ccc(C2NC(=O)NC(C)=C2C(=O)Nc2ccc(S(N)(=O)=O)cc2)cc1OC (stereo unspecified)	107	134	105	119	110	101	105	111	110
NS(=O)(=O)c1cccc(N2C(=O)c3ccccc3C2=O)c1	98	103	119	91	104	105	84	118	109
O=C(O)c1ccc(Nc2ncc3c(n2)-c2ccc(Cl)cc2C(c2c(F)cccc2F)=NC3)cc1	89	25	44	30	65	52	30	2.8*	39
COc1ccc(/C=C/C(C)=N/OC(C)C(N)=O)cc1 (stereo unspecified)	97	89	113	99	103	104	89	99	105
CCCSc1nc(NC(=O)CN2CCN(c3cc4c(cc3F)c(=O)c(C(=O)O)cn4C3CC3)CC2)cc(=O)[nH]1	101	103	98	105	95	101	90	107	101
O=C(c1ccc2nc(NS(=O)(=O)c3ccc4ccccc4c3)sc2c1)N1CCN(c2ccccc2F)CC1	100	113	104	102	101	96	79	104	103

Ordered by formula weight (largest number first): some entries from above
mol	NCI-H322M	A498	RXF 393	HT29	NCI-H23	NCI-H226	NCI-H522	COLO 205	NCI-H460
O=C(c1ccc2nc(NS(=O)(=O)c3ccc4ccccc4c3)sc2c1)N1CCN(c2ccccc2F)CC1	100	113	104	102	101	96	79	104	103
O=C(O)c1ccc(Nc2ncc3c(n2)-c2ccc(Cl)cc2C(c2c(F)cccc2F)=NC3)cc1	89	25	44	30	65	52	30	2.8*	39
COc1ccc(C2NC(=O)NC(C)=C2C(=O)Nc2ccc(S(N)(=O)=O)cc2)cc1OC (stereo unspecified)	107	134	105	119	110	101	105	111	110
Cn1cc(-c2nc(N)nnc2-c2c[nH]c3ccc(F)cc23)c2cc(Br)ccc21	93	81	56	94	90	104	55	106	74
Cn1cc(-c2nnc(N)nc2-c2cn(C)c3ccccc23)c2cc(Br)ccc21	87	105	77	54	81	89	80	95	98
O=C(Nc1cccc(Cl)c1)Nc1ncc(CCNc2ncnc3ccsc23)s1	56	29	-0.5*	20	31	11	13	-4.8*	20
O=C(CC(CC(=O)c1cccs1)c1ccc(Cl)cc1Cl)c1cccs1	90	.	93	80	91	83	83	96	83
CCN(CC)C(=O)C1CN2CCc3cc(OC)c(OC)cc3C2CC1OC(C)=O (stereo unspecified)	101	87	126	103	101	102	105	103	110
CC[C@]12CCCN3CCc4c(n(c5ccccc45)[C@](O)(C(=O)OC)C1)[C@@H]32	89	133	126	99	105	116	103	105	116
CCn1cc(C(=O)O)c(=O)c2cc(F)c(N3CCNC(C)C3)c(F)c21 (stereo unspecified)	94	100	.	108	112	111	102	108	115
O=C(O)Cc1sc(-c2ccccc2)nc1-c1ccc(Cl)cc1	95	92	102	110	102	86	88	117	105
CC(C)(C)NCC(O)COc1cccc2c1C[C@H](O)[C@H](O)C2 (stereo partly specified)	105	86	.	77	102	92	96	106	107
NS(=O)(=O)c1cccc(N2C(=O)c3ccccc3C2=O)c1	98	103	119	91	104	105	84	118	109
COc1ccc(/C=C/C(C)=N/OC(C)C(N)=O)cc1 (stereo unspecified)	97	89	113	99	103	104	89	99	105
CCCCC(CC)COC(=O)c1ccccc1O (stereo unspecified)	101	101	114	98	114	105	95	128	110
CC[C@H](C)[C@H](N)C(=O)O	97	91	97	109	111	96	101	103	108

An excerpt; the hit share may differ from the screen's.
